Sm TGR block: blocks Schistosoma mansoni thioredoxin glutathione reductase | Q962Y6 | purified TGR, DTNB reduction, TNB absorbance 405 nm | Potency, µM (doses to about 114 µM), inactives show top-dose activity change, negative = inhibition, most hits filed as inhibitors | actives 3% (n = 360,000); also: potency is read from the fitted curve at half-maximal effect; % is scaled to controls: 0 for no effect and ±100 for the full control effect; nearly all actives have a fitted effect of over 60% in size
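Kinetic colorimetric format: TGR-catalysed, NADPH-driven DTNB reduction monitored via TNB absorbance. Enzyme dispensed at 20 nM; compound exposure 15 min at room temperature before reaction start.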
Shiga toxin inh: blocks Shiga toxin action in Vero cells; Vero cells, Shiga toxin protein synthesis inhibition reporter; inhibition, % at 38.7 µM; actives 9.2% (n = 290,000); AID 2315; in the data active = inhibition mostly above about 28%, no sharp cut-off; inactive = mostly below about 43%; also: 0% is about no effect
Pf growth 48h: inhibits P. falciparum growth in the first generation, 48 h; P. falciparum luciferase growth in erythrocytes, 48 h; Potency, µM (titrated, usually from 28.7 µM), without a hit: top-dose activity change, negative = inhibition, actives largely listed as inhibitors; actives 5.9% (n = 310,000); also: potency is read from the fitted curve at half-maximal effect; % is scaled to controls: 0 for no effect and ±100 for the full control effect
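Parasite viability was followed by luminescence of a genomically integrated firefly luciferase. Cultures held 0.1% parasitemia at 2% hematocrit (final), incubated under 5% CO2 at 37 C.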
Pf growth 96h: P. falciparum growth inhibition at 96 hour, primary screen for plastid delayed-death inhibitors; Potency, µM (doses to about 28.7 µM), for inactives: top-dose activity change, negative = inhibition, usual class: inhibitors; actives 6.9% (n = 320,000); P. falciparum luciferase reporter growth, 96 h; AID 504834; also: potency is read from the fitted curve at half-maximal effect; % is scaled to controls: 0 for no effect and ±100 for the full control effect
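Delayed-death screen, second-generation endpoint: infected erythrocytes, 2% hematocrit, 0.05% parasitemia final; 96 hours at 37 C, 5% CO2; luciferase detection reagent; luminescence decrease equals reduced growth.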
Giardia FBPA inh: inhibitors of Giardia lamblia fructose-1,6-bisphosphate aldolase | A8B2U2 | purified Giardia FBPA | Potency, µM (top dose mostly 59.6 µM), without a hit: top-dose activity, negative = inhibition, hits mostly inhibitors | actives 0.71% (n = 290,000); also: potency is read from the fitted curve at half-maximal effect; % is scaled to controls: 0 for no effect and ±100 for the full control effect; nearly all actives have a fitted effect of over 55% in size
Target sequence (A8B2U2 whole entry, looked up): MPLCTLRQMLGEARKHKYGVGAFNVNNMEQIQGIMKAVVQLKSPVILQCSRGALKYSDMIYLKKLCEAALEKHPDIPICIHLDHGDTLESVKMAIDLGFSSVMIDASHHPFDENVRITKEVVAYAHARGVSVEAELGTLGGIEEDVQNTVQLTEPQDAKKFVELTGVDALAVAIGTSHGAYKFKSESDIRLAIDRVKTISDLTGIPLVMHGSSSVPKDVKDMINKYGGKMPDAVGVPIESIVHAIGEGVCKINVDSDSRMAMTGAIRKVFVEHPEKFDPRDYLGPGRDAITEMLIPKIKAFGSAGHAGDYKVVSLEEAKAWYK
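40 nM FBPA preincubated 10 min at RT with compound (up to 57.5 uM final), then substrate plus GAPDH/TPI/NAD/arsenate coupling and diaphorase/resazurin added. Fluorescence read after 20 min at RT, 525/598 nm.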
CHX counter: affects cycloheximide protein synthesis inhibition readout, counter-screen. cell reporter, cycloheximide protein synthesis inhibition counterscreen. max response, %. actives 12% (n = 300,000). AID 2314; in the data active = max response mostly above about 13%, no sharp cut-off; inactive = mostly below about 14%; also: read at 38.3 µM for the half of the compounds with a filed dose; 0% is about no effect
* = called active by the depositor; i = inactive; ? = inconclusive; / = no result given; & = joins results of further samples; [ ] = dose if it differs, or a comment. Unless noted, calls follow the shape of the dose curve; as a rule, active = well fitted curve in the direction sought with a large enough effect; inconclusive = small, poorly fitted or top-dose-only effect, or another doubt; inactive = no such curve, though single readings can be large; an effect the other way counts as inactive or inconclusive.

SMILES	Sm TGR block	Shiga toxin inh	Pf growth 48h	Pf growth 96h	Giardia FBPA inh	CHX counter
CCC(C)NC(=O)CSc1nc2c(sc3ccccc32)c(=O)n1CCCN1CCOCC1 (stereo not drawn)	26%	16	/	3%	-3%	2
CCOC(=O)/C(C#N)=C/c1c(Oc2cc(C)cc(C)c2)nc2ccccn2c1=O	0%	18	25%	-22%	-2%	5
O=C(Nc1ccc(F)cc1)C1C2CCC3C(CCC21)C3(Cl)Cl (stereo not drawn)	-14%	13	?	8%	-3%	0
CCCc1cc(C(=O)O)c2ccccc2n1	7%	-10	/	-9%	2%	7
O=C1OCCN1C(=O)[C@H]1[C@H](c2ccccc2)C(c2ccccc2)=NN1c1ccccc1	/	i	/	/	-6%	4
COC(=O)C(C)Sc1ccc2nnc(CCNS(=O)(=O)c3ccccc3)n2n1 (stereo not drawn)	2%	-1	36%[activator]	212%[activator]	0%	8
O=C(Nc1ccc(COc2ccccc2)cc1)c1cccc([N+](=O)[O-])c1	-5%	-2	12%	32%[activator]	1%	12
Cc1ccc(S(=O)(=O)N(Cc2ccccc2)c2ccccn2)cc1[N+](=O)[O-]	12%	6	?	-15%	0%	2
O=C(CSc1nc(=O)n(Cc2ccccn2)c2c1CCC2)Nc1ccc(F)cc1F	-11%	/	?	-5%	/	/
CCOc1ccccc1C(=O)NCC(=O)Nc1ncccc1C	-6%	/	7%	108%[activator]	/	/
O=C(NCc1ccco1)c1noc2c1CCCC2	0%	42*	59%[activator]	/	4%	10
CC(OC(=O)C1CCN(S(=O)(=O)c2ccc3c(c2)OCCO3)CC1)C(=O)N(C)c1ccccc1 (stereo not drawn)	-3%	/	?	?	/	/
O=C1c2ccccc2C(=O)N1CCCn1nnc(-c2ccc(N3CCOCC3)cc2)n1	-17%	-10	0%	-3%	2%	-3
Cc1nn(C(C)C)c(C)c1CN1CCCC(C(=O)c2cccc(OC(C)C)c2)C1 (stereo not drawn)	0%	-7	?	12µM*	8%	-3
O=C(N/N=C/C=C\c1ccc([N+](=O)[O-])cc1)c1cccnc1	-24%	12	20%	31%[activator]	-2%	-1
Clc1ccccc1OCCn1ccnc1	2%	6	0%	/	-27%	7
COc1ccc(NC(=O)c2cc(S(=O)(=O)N3CCCCC3)c[nH]2)cc1	9%	5	?	5%	8%	-2
COc1ccccc1NC(=O)c1cnc(SCC(=O)NCC2CCCO2)n(C)c1=O (stereo not drawn)	3%	/	?	-11%	/	/
CCCCc1cc(=O)oc2cc(C)cc(OCC(=O)N[C@@H](CSCc3ccccc3)C(=O)O)c12	-20%	-2	?	?	22%	-2
CC/C(=N\O)c1ccc(OC)c(OC)c1	6%	-13	4%	/	-5%	3
CC1Oc2ccccc2N(Cc2cccc(F)c2)C1=O (stereo not drawn)	89µM*	-11	8%	-25%	4%	-2
O=C(O)CCSC1CC(=O)N(c2ccccc2)C1=O (stereo not drawn)	?	-3	6%	30%	-6%	-1
CCc1c(C)c2c(C)[nH]nc2oc1=O	10%	-11	10%	?	-3%	-1
O=C(CNC(=O)c1cccc(F)c1)N/N=C/c1cc(Br)ccc1OCc1ccccc1	-4%	9	?	11%	-10%	5
COc1ccccc1C(=O)NC(CCSC)C(=O)NCC(c1cccs1)N(C)C (stereo not drawn)	-21%	/	?	8%	/	/
CC(=O)N1c2ccc(S(=O)(=O)N3CCCCC3)cc2CC1C(=O)NCc1ccc(N(C)C)cc1 (stereo not drawn)	11%	18	-12%	?	/	7
O=C(Nc1ccccc1C(=O)O)c1cccc(NC(=O)c2ccccc2Br)c1	-25%	24	4%	0%	-4%	-1
CCOc1ccccc1N(C)C(=O)c1cn(C)c(=O)c2ccccc12	-9%	-3	/	-11%	12%	-2
Cn1c(CNC(=O)c2ccco2)nnc1SCC(=O)c1ccc(Br)cc1	?	18	37%	-8%	11%	-12
O=C1C=CC(=O)N1CCNc1ncc(C(F)(F)F)cc1Cl	0.4µM*	-9	6%	0%	-17%	-2
CC(C(=O)Nc1ccc(C#N)cc1)N(C)Cc1cccs1 (stereo not drawn)	2%	13	-20%	-27%	-5%	-5
O=C(Cc1ccc(Cl)c(Cl)c1)Nc1ccc(SC(F)F)cc1	2%	43*	-93%	?	-8%	32*
Cc1ccc(C(=O)OCC(=O)N2CCCC2)cc1	-12%	47*	101%[activator]	103%[activator]	/	43*
O=C(COc1ccc(Cl)cc1Br)NC1CC1	-10%	/	72%[activator]	82%[activator]	/	/
Cc1cccc2cc(CN(CCCO)C(=O)Nc3ccc(Cl)cc3)c(=O)[nH]c12	-11%	20	-9%	-28%	2%	3
CN(C(=O)CN1CCC(NC(=O)C2CCCCC2)CC1)C1CCCCC1	0%	-7	6%	11%	1%	1
COc1cccc(NC(=O)CN(C)C(=O)Cn2[nH]c(=O)c3ccccc3c2=O)c1	0%	/	23%	?	/	/
O=C(O)CCCn1cc(NC(=O)COc2ccc(F)cc2F)cn1	-2%	5	11%	-14%	-11%	2
Cc1ccc(CNC(=O)CNS(=O)(=O)c2ccc3nc(C)sc3c2)cc1	-1%	12	74%	?	8%	11
CCOC(=O)Cc1nc2cc(Cl)ccc2o1	6%	-6	27%	2%	0%	-1
CC(C)n1cc(C(=O)NC2CC(C)(C)Cc3c2cnn3-c2ccccc2)cn1 (stereo not drawn)	5%	4	1%	?	7%	10
CC(=O)c1ccc(NC(=O)COC(=O)C2CCN(S(=O)(=O)c3cccs3)CC2)cc1	6%	/	5%	33%[activator]	/	/
CC(=O)Nc1ccc(NC(=O)C(C)OC(=O)C2(c3ccccc3F)CCCC2)cc1 (stereo not drawn)	3%	/	8.3µM*	12µM*	/	/
COC(=O)Nc1ccc(N=C(N)N[N+](=O)[O-])cc1	1%	-2	30%	?	1%	10
O=C(N/C(=C/c1ccc(Br)cc1)C(=O)N1CCCC1)c1ccccc1F	-9%	11	-15%	-19%	5%	-2
CCNC(=S)N/N=C(\C)c1ccc2ccccc2c1OC(F)F	2%	-6	10µM*	?	-4%	-2
CCc1ccc(NC(=O)c2ccc3nc(N)sc3c2)cc1	-4%	68*	32%[activator]	/	3%	62*
COc1cc(S(=O)(=O)N2CCCCCC2)ccc1-n1cnnn1	-2%	-5	/	?	?	-3
CCOc1ccc(-n2c(SCC(N)=O)nc3c([nH]c4ccccc43)c2=O)cc1	8%	-19	/	?	0%	-6
N#CC1=C2SCC(O)(c3ccccc3)N2C(=O)CC1c1cccs1 (stereo not drawn)	6%	-14	?	?	-13%	6
Cc1cccc(OCC(=O)NN2C(=O)C3C4C=CC(O4)C3C2=O)c1 (stereo not drawn)	/	-10	-2%	-9%	3%	-2
CC(NC(=O)COC(=O)c1cccs1)c1ccccc1 (stereo not drawn)	7%	31	16%	-8%	11%	12*
CNC(=O)Oc1cccc2ccccc12	2%	6	4%&-5%	?	-4%	6
COc1ccc(Cl)cc1NC(=O)CSc1nc(C)cc(C)n1	15%	-9	22%	?	0%	-2
CN(CCc1cnn(C)c1)Cc1cn(C)nc1-c1ccc2c(c1)OCCO2	2%[57.1 µM]	3	24%	0%	0%	6
COc1cc(C)c(NC(=O)c2cc(C3CC3)nc3c2cnn3C(C)C)cc1OC	2%	/	?	?	/	/
O=C(Cn1c(=O)oc2cc(S(=O)(=O)N3CCCC3)ccc21)N1CCN(c2ccccn2)CC1	-4%	-8	-7%	12µM*	2%	-2
Cc1ccc(-c2cc(C(=O)N3CCOCC3)no2)cc1	0%	29	27%	27%	7%	12
Cc1noc(C)c1COc1cccc(C(=O)OCC(=O)NCCN2C(=O)CSC2=O)c1	-8%	-3	?	11%	3%	7
CCC(C)[C@H]1CN=C(N)N1CCc1cc(C(F)(F)F)cc(C(F)(F)F)c1 (stereo partly drawn)	-4%	-1	4.7µM*	2.1µM*	5%	-9

The listing continues:
SMILES	Sm TGR block	Shiga toxin inh	Pf growth 48h	Pf growth 96h	Giardia FBPA inh	CHX counter
CCCOP(=O)(c1ccc(N(C)C)cc1)C(O)c1ccc(Br)cc1 (stereo not drawn)	7%	-6	-23%	?	12%	-2
CSc1ccc(CN(C)CC(=O)NC(C)c2ccccc2)cc1 (stereo not drawn)	-2%	-9	-4%	-29%	7%	14
CC(=O)Nc1ccc(S(=O)(=O)NC(CC(=O)NCCc2ccccc2)C(C)C)cc1 (stereo not drawn)	2%	52	/	14%	6%	31*
CC(C)(C)c1ccc(-c2nnc(N)o2)cc1	1%	67*	13%	99%[activator]	3%	37*
N#Cc1c(-c2cccnc2)c2c([nH]c1=O)-c1ccccc1OC2	14%	-14	?	-3%	20%	-3
O=C(NCCCl)Nc1ccccc1OCCOc1ccccc1NC(=O)NCCCl	8%	-9	2.1µM*	2.1µM*	-1%	-4
COC(=O)c1ccc(Cc2ccccc2)o1	-19%	-34	17%	/	7%	9
COc1ccc2[nH]c(C(=O)O)c(CCC(=O)O)c2c1	4%	-14	1%	?	-7%	-3
C=C(C)CN(CC)C(=O)CSc1ccc(S(=O)(=O)N2CCN(Cc3ccccc3)CC2)cn1	-21%	/	?	8.3µM*	/	/
O=C(/C=C/c1cccc(F)c1)N1CCN(c2ccccn2)CC1	6%	43*	20%	-4%	-5%	22*
CC1(C)CC2(C)Nc3ccccc3N2C(=S)N1 (stereo not drawn)	-11%	-1	1%	-20%	-5%	-2
C=CCN(C(=O)COc1ccccc1)c1nnc(-c2ccncc2)s1	11%	-30	31%[activator]	13%	3%	-2
COc1cccc(N2CCN(C(=O)C3CCC(=O)N(C4CCCCCC4)C3)CC2)c1 (stereo not drawn)	-7%	17	8.3µM*	?	-8%	12
O=C(NCc1ccc(Cl)cc1)c1cc(-c2cccs2)on1	2%	13	38%[activator]	?	1%	2
C/C(CC(=O)Nc1ccc(N(C)C)cc1)=N\NC(=O)Cc1csc(N)n1	-4%	48*	?	45%[activator]	?	19*
Cc1ccc(C)c(S(=O)(=O)N2CCCOC2CNC(=O)C(=O)NCc2ccccn2)c1 (stereo not drawn)	-4%	-6	-17%	-6%	/	2
N#Cc1ccccc1S(=O)(=O)N1CCN(c2nc(-c3cccnc3)nc3ccccc23)CC1	-6%	/	9.3µM*	4.7µM*	/	/
CCn1c(NCc2ccco2)nc2c1c(=O)n(C)c(=O)n2C	-5%	18	2%	4%	0%	2
COCCNC(=O)C1(C(F)(F)F)C/C(=C\Cc2ccccc2)CCCO1 (stereo not drawn)	/	12	/	/	-4%	14
CCn1c(SCC(=O)Nc2ccc(OC)c(S(=O)(=O)N3CCCCC3)c2)nnc1C1CC1	0%	/	-19%	?	/	/

Pulled by structure from the list above (7):
SMILES	Sm TGR block	Shiga toxin inh	Pf growth 48h	Pf growth 96h	Giardia FBPA inh	CHX counter
CCn1c(NCc2ccco2)nc2c1c(=O)n(C)c(=O)n2C	-5%	18	2%	4%	0%	2
COc1cccc(N2CCN(C(=O)C3CCC(=O)N(C4CCCCCC4)C3)CC2)c1 (stereo not drawn)	-7%	17	8.3µM*	?	-8%	12
N#Cc1ccccc1S(=O)(=O)N1CCN(c2nc(-c3cccnc3)nc3ccccc23)CC1	-6%	/	9.3µM*	4.7µM*	/	/
CCn1c(SCC(=O)Nc2ccc(OC)c(S(=O)(=O)N3CCCCC3)c2)nnc1C1CC1	0%	/	-19%	?	/	/
O=C(NCc1ccc(Cl)cc1)c1cc(-c2cccs2)on1	2%	13	38%[activator]	?	1%	2
Cc1ccc(C)c(S(=O)(=O)N2CCCOC2CNC(=O)C(=O)NCc2ccccn2)c1 (stereo not drawn)	-4%	-6	-17%	-6%	/	2
C/C(CC(=O)Nc1ccc(N(C)C)cc1)=N\NC(=O)Cc1csc(N)n1	-4%	48*	?	45%[activator]	?	19*
